OX1R antag-1: OX1R (HCRTR1) antagonists, primary screen, fluorescence, CHO/OX1R cells, Fluo-8 calcium, orexin A; AID 434989, 2010; Fluo-8 calcium fluorescence; 330,000 compounds, 0.43% hits; inhibition, % at 5 µM;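 active = inhibition above its plate's threshold, mean inhibition of all tested compounds on the plate plus 3 SD, cut at about 37% in these data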;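 note: 0% = orexin A challenge wells and 100% = SB-334867-A antagonist wells; not every result past the cut was called active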
Target sequence (O43613 whole entry, looked up): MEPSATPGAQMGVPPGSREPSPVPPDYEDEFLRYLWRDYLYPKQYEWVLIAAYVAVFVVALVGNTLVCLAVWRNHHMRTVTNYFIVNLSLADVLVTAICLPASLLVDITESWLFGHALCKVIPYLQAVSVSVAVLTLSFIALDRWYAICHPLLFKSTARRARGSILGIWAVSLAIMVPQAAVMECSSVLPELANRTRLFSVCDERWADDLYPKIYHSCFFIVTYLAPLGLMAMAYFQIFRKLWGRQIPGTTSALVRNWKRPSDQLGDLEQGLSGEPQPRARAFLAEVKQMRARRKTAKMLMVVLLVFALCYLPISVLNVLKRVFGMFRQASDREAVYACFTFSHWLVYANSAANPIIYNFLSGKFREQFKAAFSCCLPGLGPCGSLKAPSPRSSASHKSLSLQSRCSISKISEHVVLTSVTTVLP
STK33 inh: inhibitors of purified STK33 kinase, primary screen, biochemical, ADP-Glo luminescence, homogeneous, cell-free; 320,000 compounds, 0.073% hits; MBP phosphorylation; inhibition, % at 10 µM; Serine/threonine-protein kinase 33 (Homo sapiens), Q9BYT3; AID 2661, 2010;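 active = inhibition at or above 25%, using the most active replicate where run in duplicate; inactive = inhibition below 25%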
Target sequence (Q9BYT3 whole entry, looked up): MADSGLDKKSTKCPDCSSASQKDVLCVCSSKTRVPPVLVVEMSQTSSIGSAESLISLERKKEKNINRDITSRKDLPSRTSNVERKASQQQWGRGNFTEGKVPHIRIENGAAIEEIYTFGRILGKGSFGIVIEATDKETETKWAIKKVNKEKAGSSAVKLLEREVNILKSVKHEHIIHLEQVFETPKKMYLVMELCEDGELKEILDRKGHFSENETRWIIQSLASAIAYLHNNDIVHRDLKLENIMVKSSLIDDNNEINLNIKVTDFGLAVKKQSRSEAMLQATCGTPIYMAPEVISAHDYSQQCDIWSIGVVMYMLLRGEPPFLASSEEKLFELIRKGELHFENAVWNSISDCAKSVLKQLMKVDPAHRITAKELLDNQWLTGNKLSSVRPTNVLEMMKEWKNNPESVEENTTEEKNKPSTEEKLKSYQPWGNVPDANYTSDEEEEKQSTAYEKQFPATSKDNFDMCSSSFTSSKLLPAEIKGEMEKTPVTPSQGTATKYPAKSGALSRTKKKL
OX1R antag-2: antagonists of human orexin 1 receptor (OX1R) | Orexin/Hypocretin receptor type 1 (Homo sapiens), O43613 | OX1R-expressing cells, FRET antagonist read-out | inhibition, % at 6.6 µM | 330,000 compounds, 1.8% hits | AID 485270, 2010; in the data active = inhibition mostly above about 38%, no sharp cut-off; inactive = mostly below about 40%;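 note: 0% = agonist challenge alone and 100% = reference antagonist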
* hit, by the source's call; . = not tested or not shown.

SMILES	OX1R antag-1	STK33 inh	OX1R antag-2
Cc1cc2nnc(SC(C)C#N)n2c2ccccc12 (configuration not stated)	-22	1.9	21
CCn1c(NC(=O)c2cccs2)c(-c2cccs2)c(=O)c2ccccc21	-14	1.8	8
CCc1ccc(CNC(=O)c2ccc(OC3CCN(C(C)=O)CC3)c(OC)c2)nc1	-3	0.5	13
CSc1oc(-c2cccs2)nc1S(=O)(=O)c1ccccc1	-34	-1.6	20
CCOC(=O)N1CCC(N(CCOC)C(=O)Nc2ccc(Cl)c(Cl)c2)CC1	-32	-0.1	0
CCOC(=O)C1CCN(C(=O)CCc2nnc3ccc(N4CCC(C)CC4)nn23)CC1	-19	-0.6	14
COc1ccc2nc(N3CCCC3)[nH]c2c1	3	0.1	12
Cc1ccc(S(=O)(=O)NCC(=O)N(CC(=O)NC(C)(C)C)Cc2cccs2)cc1	-22	1.3	10
CC(C)(C)NC(=O)C12CCC(C)(c3nc4ccccc4nc31)C2(C)C (configuration not stated)	-27	-5.1	14
Cc1cccc(C(C)C)c1NC(=O)COC(=O)C1CC(=O)N(Cc2ccccc2)C1 (configuration not stated)	-8	-0.4	12
Cc1ccc(OCC(=O)N/N=C\c2ccc(O)c([N+](=O)[O-])c2)c([N+](=O)[O-])c1	-21	-0.1	33
NC(=O)CSc1nc2cc(S(=O)(=O)N3CCOCC3)ccc2o1	-2	-2.1	5
C[N+]1(C)CC[C@H](OC(=O)[C@@](O)(c2ccccc2)C2CCCC2)C1	-11	-0.1	13
Cc1ccc(Oc2ccccc2NC(=O)CSCC(=O)Nc2cc(C)on2)cc1	-10	-1.6	29
O=C(Nc1ccccc1N1CCCC1)c1ccc([N+](=O)[O-])o1	-34	1.0	47
CSCCC(NC(=O)COc1ccccc1)C(=O)N(C)CC(=O)Nc1ccc(C)cc1 (configuration not stated)	-5	-0.3	9
CCN(CC(=O)Nc1ccc2c(c1)OCCO2)C(=O)CCc1ccccc1Cl	-24	-0.3	19
COCCn1nnnc1CN(Cc1cc2cc(OC)c(OC)cc2[nH]c1=O)C1CCCC1	-8	1.5	68
Cc1cccc(CC(=O)Nc2cc(=O)n(C)c(=O)n2C)c1	-5	0.7	13
CCCOc1ccc(/C=N/NC(=O)C(C)Sc2ccccn2)cc1OCC (configuration not stated)	-29	-1.2	16
COc1ccccc1N1CCN(C(C)C(=O)N2CC(C)OC(C)C2)CC1 (configuration not stated)	-2	0.2	14
c1coc(CNc2nc(-c3ccncc3)cs2)c1	-1	1.6	15
CCc1noc(C)c1C(=O)N1CCOCC1	-8	0.5	9
COc1cc(-c2[nH]ncc2CN2CCCC2c2nonc2C)cc(OC)c1OC (configuration not stated)	-4	0.3	5
COc1ccc(C2CC(C(F)(F)F)n3nc(C(=O)NCCN4CCOCC4)cc3N2)cc1 (configuration not stated)	-24	-1.4	9
COc1ccc(C(C#N)N2N=C(C)CC2(C)C)cc1 (configuration not stated)	-3	-0.9	19
CCNc1oc(COc2cccc(C)c2)nc1C#N	-18	-2.6	29
N/C(CN1CCCCC1)=N\S(=O)(=O)c1cc(Cl)cc(Cl)c1	-30	0.9	0
O=C(NCc1cccs1)C1CCCN(S(=O)(=O)c2cnc[nH]2)C1 (configuration not stated)	3	.	2
S=C1NC[C@H](Cc2cccc3ccccc23)N1CC1CCCCC1	-45	-0.1	11
CCOC(=O)C1C(=O)Nc2nc(C)nn2C1c1ccccc1 (configuration not stated)	4	-1.3	-3
Cc1cc(C)c(C#N)c(SCC(=O)Nc2ccccc2C(N)=O)n1	-17	-1.7	6
Cc1ccc(S(=O)(=O)N/N=C2/CC(c3ccccc3)Oc3ccccc32)cc1[N+](=O)[O-] (configuration not stated)	-1	-3.3	18
CC(OC(=O)c1cccc(-n2cnnn2)c1)C(=O)c1ccccc1 (configuration not stated)	-23	-0.5	17
Nc1ccc(N=Nc2ccccc2)c2ccccc12	-20	1.1	36
O=C1C(C2=NC(C(=O)O)C3C(=O)N(c4ccc(Cl)cc4)C(=O)C23)=C(O)c2ccccc21 (configuration not stated)	-15	-0.4	17
C(=N/N1CCN(c2ccccc2)CC1)/c1ccncc1	-12	-0.8	15
N#C/C(=C\c1ccco1)C(=O)Nc1ccc(S(N)(=O)=O)cc1	5	-1.3	30
COc1ccc(/C=N/NC(=O)C2C3CCCCC32C)cc1OC (configuration not stated)	-33	.	27
Cc1ccc(NC(=O)N2CCN(C)CC2)cc1NC(=O)N1CCN(C)CC1	-3	-0.9	13
O=C(COc1ccccc1Cl)NCCC1=CCCCC1	-16	-0.8	5
CC1CCc2c(sc3ncn(CC(=O)N4CCCCC4)c(=O)c23)C1 (configuration not stated)	-25	1.5	12
Cc1c(CC(=O)NCC(=O)NCC(=O)O)c(=O)oc2cc3c(cc12)CCC(C)(C)O3	5	-1.1	0
O=C(Nc1ccc(N2CCCC2=O)cc1)c1cccc(F)c1	7	1.8	1
CNC(=O)[C@@]1(Cc2ccccc2)C=C[C@@H](C)N1C(C)=O	10	-0.6	15
O=C(NC1CCCCC1)c1cc(-c2ccccc2O)on1	-4	-1.6	18
CCCn1nnnc1NCc1ccccc1Cl	-5	1.8	5
COC(=O)c1ccc(C(=O)OC)c(NC(=S)N2CCC(C)CC2)c1	-10	-3.4	12
O=C(NCC(=O)N1CCN(C/C=C/c2ccccc2)CC1)c1ccc(Br)cc1	-26	-1.7	3
CCN=C1S/C(=C/c2ccc(-c3ccc(Cl)cc3C(=O)O)o2)C(=O)N1CC	-32	2.5	10
COc1ccccc1C(=O)NCCC(=O)Nc1ccncc1	-8	-0.3	10
Cc1cc2oc(=O)cc(CN3CCc4ccccc43)c2cc1Cl	-18	-1.2	32
O=C(CN1C(=O)C2CCCN2C(=O)c2ccccc21)Nc1ccccc1-n1cccc1 (configuration not stated)	-15	0.3	11
COc1ccc(NC(=O)c2cccc(S(=O)(=O)N3CCCCC3)c2)c(OC)c1	-30	0.4	6
COc1ccccc1NS(=O)(=O)c1ccc(C)c(C(=O)NCC(c2ccco2)N(C)C)c1 (configuration not stated)	-24	.	6
Cc1c(CCOC(=O)C23CC4CC(CC(C)(C4)C2)C3)sc[n+]1CC(=O)c1ccccc1	-26	0.7	8
Brc1ccc2c(c1)C(c1ccc(N3CCOCC3)cc1)=NNC(c1cccs1)=N2	-2	0.2	17
CCCCOC(=O)c1nnc(-c2ccc(Cl)cc2)o1	-8	-1.5	0
C/C(=C\C(=O)c1cccnc1)Nc1ccc(C(=O)O)cc1	-3	0.3	12
CC(NC(=O)/C(C#N)=C/c1cn[nH]c1-c1ccccc1)c1ccccc1 (configuration not stated)	-21	2.4	47

Five entries from above in another layout:
canonical_smiles | OX1R antag-1 | STK33 inh | OX1R antag-2
COc1ccc(C2CC(C(F)(F)F)n3nc(C(=O)NCCN4CCOCC4)cc3N2)cc1 (configuration not stated) | -24 | -1.4 | 9
COc1ccc(C(C#N)N2N=C(C)CC2(C)C)cc1 (configuration not stated) | -3 | -0.9 | 19
CCNc1oc(COc2cccc(C)c2)nc1C#N | -18 | -2.6 | 29
N/C(CN1CCCCC1)=N\S(=O)(=O)c1cc(Cl)cc(Cl)c1 | -30 | 0.9 | 0
O=C(NCc1cccs1)C1CCCN(S(=O)(=O)c2cnc[nH]2)C1 (configuration not stated) | 3 | . | 2

Later entries:
SMILES	OX1R antag-1	STK33 inh	OX1R antag-2
CSc1nsc(SCC(=O)Nc2ccccc2F)n1	-20	1.9	16
CCOC(=O)c1c(NC(=O)C2COc3ccccc3O2)sc2c1CC(C)(C)NC2(C)C (configuration not stated)	-22	0.7	7
COCCCn1c(SCC(=O)N2CCOCC2)nc2cc(Cl)ccc2c1=O	-15	-0.9	-4
Cc1nn(CC(=O)O)c(C)c1N	0	-1.2	8
CC(=O)N1c2ccc(S(=O)(=O)N3CCC(C(=O)Nc4ccc(F)cc4)CC3)cc2CC1C (configuration not stated)	-25	-0.5	16
CC1CCN(CCOc2cccc(Br)c2)CC1	6	-0.4	-4
CC(NC(=O)COC(=O)CSCc1ccccc1)c1ccccc1 (configuration not stated)	-5	0.5	23
O=C(Cc1ccccc1)NCCSCc1ccco1	-7	-1.5	23
COc1ccc(CCn2c(=O)[nH]c3cc(C(=O)NCCN4CCOCC4)ccc3c2=O)cc1OC	-5	0.3	12
COc1ccc(OCC(=O)NC2CC(C)(C)NC(C)(C)C2)cc1	-12	-2.0	2
Cc1cc(=O)[nH]c(SCC(=O)c2ccc(O)c(O)c2)n1	-16	-1.9	1
CCN1CCN(C(=O)CCc2nnc3ccc(N4CCN(c5cccc(OC)c5)CC4)nn23)CC1	9	0.9	12
COc1ccc2oc(C(=O)Nc3nc(-c4ccccn4)cs3)c(C)c2c1	-10	0.0	13
CN(NC(=O)c1ccc(Cl)cc1)c1ncc(C(F)(F)F)cc1Cl	-26	-0.3	3
COCCNC(=O)c1ccccc1-c1nc(-c2ccccc2OC)no1	-10	1.6	22
COc1ccc(NC(=O)c2cc(C)on2)cc1	6	-1.4	8
Fc1ccccc1N1CCN(c2ncnc3[nH]ncc23)CC1	-21	2.5	39
O=C(N/N=C/c1ccccc1O)C1CC(=O)N(c2ccc(F)cc2)C1 (configuration not stated)	-27	-1.0	23
Cc1conc1NC(c1cccs1)c1ccc2cccnc2c1O (configuration not stated)	-5	-1.8	6
CCS(=O)(=O)N1CCC(C(=O)c2ccc(Cl)cc2)CC1	-1	-1.6	12
CCOC(=O)c1ccc(S(=O)(=O)Nc2ccc3cn[nH]c3c2)cc1	18	1.1	62
Cc1ccc(C(=O)Nc2nnc(-c3ccco3)o2)cc1C	-12	-1.1	25
O=C(CSc1nc2ccccc2c(=O)n1-c1ccccc1)NCC1CCCO1 (configuration not stated)	-2	-0.9	3
O=S(=O)(NCc1ccco1)c1cccc2cccnc12	-14	0.7	23
O=C(C[C@H]1C[C@H](C(=O)N2CCOCC2)[C@@]2(CCC3CCCC3)c3[nH]c4cc(-c5ccco5)ccc4c3CCN2C1=O)NCc1ccco1	1	.	2
COC(=O)c1cnc(SCc2ccc(Cl)cc2)n1C	3	-1.0	13
Cc1cccc(NC(=O)c2ccc3nccnc3c2)c1C	-7	-0.2	30
CCC(C)c1ccc(NC(=O)NCc2cccnc2)cc1 (configuration not stated)	0	-1.1	4
CCOC(=O)c1sc(NC(=S)NC(=O)c2cccc(OC)c2)nc1C	-8	-1.2	-8
CCC1CCCCN1CCCNC(=O)CCCNC(=O)Cn1cnc2sc3c(c2c1=O)CCCC3 (configuration not stated)	-17	0.3	20
CC(OC(=O)/C=C/c1ccc2ccccc2n1)C(=O)Nc1ccc(S(N)(=O)=O)cc1 (configuration not stated)	2	5.7	2
Cc1cc(Cl)c2oc(C(=O)N3CCN(C(=O)c4ccco4)CC3)c(C)c2c1	-25	-0.4	6
CCn1cc(C(=O)OCC(=O)Nc2c(C)n(C)n(-c3ccccc3)c2=O)c(=O)c2ccc(C)nc21	-15	1.2	8
Cc1[nH]n(-c2ccccc2)c(=O)c1C=NCC1CCCO1 (configuration not stated)	-13	-1.5	15
Cc1c(C)n(Cc2ccccc2)c2ccc(C(=O)NCCCN3CCOCC3)cc12	-19	0.8	22
O=C(CN1CCN(S(=O)(=O)c2ccc(F)cc2)CC1)Nc1ccc(Cl)cn1	-26	-0.6	7

5 records picked at random from those above, as already listed:
SMILES	OX1R antag-1	STK33 inh	OX1R antag-2
Cc1cc(Cl)c2oc(C(=O)N3CCN(C(=O)c4ccco4)CC3)c(C)c2c1	-25	-0.4	6
O=C(C[C@H]1C[C@H](C(=O)N2CCOCC2)[C@@]2(CCC3CCCC3)c3[nH]c4cc(-c5ccco5)ccc4c3CCN2C1=O)NCc1ccco1	1	.	2
CCn1cc(C(=O)OCC(=O)Nc2c(C)n(C)n(-c3ccccc3)c2=O)c(=O)c2ccc(C)nc21	-15	1.2	8
CCC1CCCCN1CCCNC(=O)CCCNC(=O)Cn1cnc2sc3c(c2c1=O)CCCC3 (configuration not stated)	-17	0.3	20
Cc1cccc(NC(=O)c2ccc3nccnc3c2)c1C	-7	-0.2	30

Additional records follow.
SMILES	OX1R antag-1	STK33 inh	OX1R antag-2
CCCc1cc(=O)[nH]c(SCC(=O)C(C)(C)C)n1	-25	0.3	17
Cc1c(NC2(C#N)CCCC2)c(=O)n(-c2ccccc2)n1C	-9	-1.8	22
O=[N+]([O-])c1cc([N+](=O)[O-])c(Oc2cc(F)ccc2F)cc1NN1CCCCC1	-8	0.3	14
CCC(C(=O)NN1C(=O)c2ccccc2C1=O)c1ccccc1 (configuration not stated)	-15	-0.6	11
Cc1ccccc1NC(=O)CN1C(=O)NC2(CCCCC2)C1=O	-19	-1.9	-2
CN(C)S(=O)(=O)c1cc(NC(=O)COC(=O)CC2Sc3ccccc3NC2=O)ccc1Cl (configuration not stated)	0	-1.9	14
COc1cccc2cc(C(=O)NCCc3ccccc3)c(=O)oc12	-26	-0.4	-2
COC(=O)c1c(C)oc2ccc(NS(=O)(=O)c3cc(OC)ccc3OC)cc12	5	-1.2	27
COc1ccc(N=C2C(=O)N3c4c(cccc42)C(C)=CC3(C)C)cc1	-30	-1.0	10
C=C(C)CNC(=S)NNC(=O)CCn1c2ccc(Cl)cc2c2cc(Cl)ccc21	-4	-1.2	-3
Cc1ccc(-c2nc(CS(=O)(=O)CC(=O)N3CCCCCC3)c(C)o2)cc1	-21	-1.0	19
COc1cccc(Nc2ccc(-n3ccnc3)nn2)c1	-12	0.1	24

Compound activity (PubChem)
